eLon inh – inhibitors of E. coli Lon protease, primary screen, biochemical, fluorescence polarization; P0A9M0; purified E. coli Lon protease; inhibition, % at 7.94 µM; actives 0.42% (n = 360,000); AID 602123, 2011; in the data active = inhibition above about 13%, passing the limit was not always enough;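 also: 0% = enzyme with probe and DMSO and 100% = no enzyme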
Neddyl block – inhibitors of cullin neddylation, primary screen, biochemical, TR-FRET, uHTS, NAE and Ubc12 | NEDD8-conjugating enzyme Ubc12 (Homo sapiens) + NEDD8-activating enzyme E1 regulatory … | calls only at 25 µM | actives 0.58% (n = 360,000); in the data active = inhibition above about 36%
MsrA act – bovine MsrA enzyme activators, primary screen, biochemical, absorbance, HTS; Methionine sulfoxide reductase A (Bos taurus); purified bovine MsrA, absorbance read-out; activation, % at 10.6 µM; actives 0.3% (n = 360,000); AID 602163, 2012; in the data active = activation above about 7.5%;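 also: 0% = vehicle and 100% = reference activator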
SKN-1 inh – suppressors of acrylamide-induced Pgst-4::GFP reporter in worms, primary screen, SKN-1 inhibitor project, whole organism, uHTS, GFP/RFP fluorescence ratio, strain VP596; actives 0.49% (n = 360,000); C. elegans VP596 Pgst-4::GFP/RFP ratio, 24 h; inhibition, % at 21.8 µM; AID 624304, 2012;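 active = interference check ratio from 0.5 to 1.5 plus GFP to RFP signal ratio inhibition reaching or exceeding a fixed threshold, cut at about 30% in these data, passing the limit was not always enough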; also: some compounds called inactive have numbers as strong as hits
CendR NRP1 mod – modulators of CendR peptide binding to NRP-1, primary screen, biochemical, fluorescence polarization, uHTS | Neuropilin-1 (Homo sapiens), O14786 | FAM-RPARPAR peptide binding to NRP-1 | inhibition, % at 25 µM | actives 0.85% (n = 360,000);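 active = inhibition or corrected inhibition above about 18%, plus a signal ratio from 0.5 to 1.5, limit read from the data, passing the limit was not always enough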; also: strong numbers were not always called active
Rin1 Abl inh – inhibitors of Rin1-Abl protein binding, primary screen, biochemical, TR-FRET | Tyrosine-protein kinase ABL1 (Homo sapiens) + Ras and Rab interactor 1 (Homo sapiens), … | inhibition, % at 7.35 µM | actives 0.4% (n = 360,000) | AID 588664, 2011; in the data active = inhibition above about 5%, passing the limit was not always enough
MLLE-PAM2 inh – inhibitors of PABP1 MLLE–PAM2 peptide binding, primary screen, biochemical, fluorescence polarization, FITC-PAM2, GST-MLLE. Polyadenylate-binding protein 1 (Homo sapiens), P11940. inhibition, % at 20 µM. actives 0.36% (n = 360,000). AID 588489, 2011; in the data active = inhibition above about 35%, passing the limit was not always enough;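 also: plate controls were DMSO wells with GST-MLLE for no effect and wells lacking GST-MLLE protein for full effect; some results filed as inactive read as strong as hits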
FAS-TE inh – FAS thioesterase domain inhibitors, primary screen, biochemical, fluorescence intensity, uHTS. inhibition, % at 15 µM. actives 0.67% (n = 360,000). recombinant FAS-TE, OMFH fluorogenic substrate, fluorescence endpoint;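 active = compounds whose normalised, plate-corrected inhibition of enzyme fluorescence in the single-dose primary screen is 50% or more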;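 also: 0% = DMSO with enzyme and 100% = substrate without enzyme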
MT1-MMP act inh – blockers of MT1-MMP proenzyme processing, primary screen, HT1080 RFP-PRO-GFP cells, GFP/RFP fluorescence; actives 0.061% (n = 360,000); GFP/RFP ratio change, % at 20 µM; GFP/RFP ratio fluorescence, overnight; percent of plate control window, DMSO zero;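 active = GFP/RFP ratio change of at least 30% with cell ATP level not reduced by more than half and red fluorescence within 50% of control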; also: strong numbers were not always called active
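Assay system: HT1080 cells carrying an RFP-PRO-GFP reporter | Dosing: Single dose of 20 µM compound, 1% DMSO final | Incubation: Cells overnight before dosing, compound overnight, 37 °C, 5% CO2 | Evaluation: GFP/RFP fluorescence ratio | Control set: DMSO and RFP-L50D-GFP cell wells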
Starred values were filed as active, the others as inactive. Not a hit list (roughly 4% active in at least one column).

For CCOc1ccc(NC(=O)C(=O)NCc2ccncc2)cc1 the results were eLon inh -10, Neddyl block inactive, MsrA act -1, SKN-1 inh -5, CendR NRP1 mod 2, Rin1 Abl inh 3, MLLE-PAM2 inh 6, FAS-TE inh -3 and MT1-MMP act inh 3.
`CC(C)C(NC(=O)OCc1ccccc1)C(=O)NC1CCCCC1` (centres undefined) gave eLon inh 6, Neddyl block inactive, MsrA act -13, SKN-1 inh 2, CendR NRP1 mod 5, Rin1 Abl inh 0, MLLE-PAM2 inh -6, FAS-TE inh -4 and MT1-MMP act inh 0.
`CCOC(=O)C1CCN(S(=O)(=O)c2ccc3c4c2CC(=O)N4CC(C)S3)CC1` (centres undefined) gave eLon inh 6, Neddyl block inactive, MsrA act -8, SKN-1 inh -18, CendR NRP1 mod 0, Rin1 Abl inh 5, MLLE-PAM2 inh 15, FAS-TE inh 0 and MT1-MMP act inh -2.
CCOc1nnc(C)c2c(C)n(-c3ccc(Cl)cc3)nc12 was read as eLon inh -4, Neddyl block inactive, MsrA act -3, SKN-1 inh -13, CendR NRP1 mod -22, Rin1 Abl inh -1, MLLE-PAM2 inh -10, FAS-TE inh -5 and MT1-MMP act inh 2.
`COc1ccc2oc(=O)c(C(=O)N3CCN(C(=O)c4ccccc4)CC3)cc2c1` gave eLon inh 4, MsrA act -1, SKN-1 inh 18, CendR NRP1 mod 10, Rin1 Abl inh -3, MLLE-PAM2 inh 1, FAS-TE inh -3 and MT1-MMP act inh -2.
`CCOc1ccc(S(=O)(=O)N2CCC(C(=O)NCc3ccco3)CC2)cc1C` gave eLon inh 7, Neddyl block inactive, MsrA act -2, SKN-1 inh -1, CendR NRP1 mod 0, Rin1 Abl inh -1, MLLE-PAM2 inh 14, FAS-TE inh -2 and MT1-MMP act inh 2.
`CN(C)CCCNS(=O)(=O)c1ccc(N2CCN(Cc3ccc4c(c3)OCO4)CC2)c([N+](=O)[O-])c1` gave eLon inh 10, Neddyl block inactive, MsrA act -3, SKN-1 inh 3, CendR NRP1 mod 8, Rin1 Abl inh 3, MLLE-PAM2 inh 1, FAS-TE inh -9 and MT1-MMP act inh 3.
Screening Cc1ccc(-c2nnc(SCC(=O)Nc3nccs3)n2N)cc1 returned eLon inh 2, Neddyl block inactive, MsrA act -9, SKN-1 inh 10, CendR NRP1 mod -10, Rin1 Abl inh 8.0*, MLLE-PAM2 inh -13, FAS-TE inh -7 and MT1-MMP act inh 2.
O=C(c1cc(COc2c(F)cccc2F)on1)N1CCN(C2CCCCC2)CC1 was read as eLon inh -2, Neddyl block inactive, MsrA act -10, SKN-1 inh 21, CendR NRP1 mod -9, Rin1 Abl inh 5, MLLE-PAM2 inh -9, FAS-TE inh 2 and MT1-MMP act inh -1.
CCc1ccc(OCC(=O)NNC(=O)c2cc(S(=O)(=O)N(C)C)ccc2N2CCCC2)cc1 was read as eLon inh -13, Neddyl block inactive, MsrA act -2, SKN-1 inh 4, CendR NRP1 mod -12, Rin1 Abl inh 4, MLLE-PAM2 inh 1, FAS-TE inh 8 and MT1-MMP act inh 11.
For CN(C(=O)c1ccccn1)c1nnc(-c2ccccn2)s1 the results were eLon inh -24, Neddyl block inactive, MsrA act 2, SKN-1 inh 3, CendR NRP1 mod 7, Rin1 Abl inh 2, MLLE-PAM2 inh 3, FAS-TE inh -1 and MT1-MMP act inh 0.
`CN(C)CCCOC(=O)c1ccccc1` gave eLon inh -6, Neddyl block inactive, MsrA act -3, SKN-1 inh 18, CendR NRP1 mod -2, Rin1 Abl inh 3, MLLE-PAM2 inh 3, FAS-TE inh -6 and MT1-MMP act inh 1.
`Cc1ccc(CNC(=O)c2cc3c(-c4ccc(Cl)cc4)nn(C)c3s2)o1` gave eLon inh -6, Neddyl block inactive, MsrA act -6, SKN-1 inh 10, CendR NRP1 mod 11, Rin1 Abl inh -1, MLLE-PAM2 inh -20, FAS-TE inh 22 and MT1-MMP act inh -6.
Cc1cc(C)n(CCN(C)C(=O)C2CCC(=O)N(CCN3CCOCC3)C2)n1 (centres undefined) was read as eLon inh -6, Neddyl block inactive, MsrA act -4, SKN-1 inh 14, CendR NRP1 mod -9, Rin1 Abl inh 0, MLLE-PAM2 inh 10, FAS-TE inh -3 and MT1-MMP act inh 1.
O=C(NCCc1ccccc1)C1CCCN(c2ncnc3c2nc2n3CCCCC2)C1 (centres undefined) was read as eLon inh 11, Neddyl block inactive, MsrA act -2, SKN-1 inh 1, CendR NRP1 mod 12, Rin1 Abl inh -1, MLLE-PAM2 inh 3, FAS-TE inh 3 and MT1-MMP act inh -1.
`CCc1ccc(CCC(=O)Nc2nnc(C)s2)o1` gave eLon inh 4, Neddyl block inactive, MsrA act -2, SKN-1 inh 5, CendR NRP1 mod 1, Rin1 Abl inh -1, MLLE-PAM2 inh 13, FAS-TE inh -3 and MT1-MMP act inh 3.
For CCOC(=O)c1cc(NC(=O)N(CC)CC)c(C)nc1C the results were eLon inh -1, Neddyl block inactive, MsrA act -1, SKN-1 inh 0, CendR NRP1 mod 4, Rin1 Abl inh -4, MLLE-PAM2 inh 1, FAS-TE inh -4 and MT1-MMP act inh -7.
COCCCNC(=S)NNC(=O)c1ccccn1 was read as eLon inh -12, Neddyl block inactive, MsrA act -1, SKN-1 inh 10, CendR NRP1 mod 2, Rin1 Abl inh 1, MLLE-PAM2 inh 4, FAS-TE inh -6 and MT1-MMP act inh -1.
CCCc1cc(C(=O)Nc2cnn(Cc3ccc(F)cc3)c2)no1 was read as eLon inh 0, Neddyl block inactive, MsrA act -4, SKN-1 inh 12, CendR NRP1 mod 10, Rin1 Abl inh 3, MLLE-PAM2 inh -7, FAS-TE inh 6 and MT1-MMP act inh 2.
For O=C(NCc1cccc(Br)c1)C1CC2Cn3c(nc4ccccc43)C2N1c1ccccc1 (centres undefined) the results were eLon inh -8, Neddyl block inactive, MsrA act -2, SKN-1 inh 6, CendR NRP1 mod -6, Rin1 Abl inh 2, MLLE-PAM2 inh -4, FAS-TE inh -2 and MT1-MMP act inh 0.

Compounds above containing two or more sulfur atoms:
`CCOC(=O)C1CCN(S(=O)(=O)c2ccc3c4c2CC(=O)N4CC(C)S3)CC1` (centres undefined) gave eLon inh 6, Neddyl block inactive, MsrA act -8, SKN-1 inh -18, CendR NRP1 mod 0, Rin1 Abl inh 5, MLLE-PAM2 inh 15, FAS-TE inh 0 and MT1-MMP act inh -2.
Screening Cc1ccc(-c2nnc(SCC(=O)Nc3nccs3)n2N)cc1 returned eLon inh 2, Neddyl block inactive, MsrA act -9, SKN-1 inh 10, CendR NRP1 mod -10, Rin1 Abl inh 8.0*, MLLE-PAM2 inh -13, FAS-TE inh -7 and MT1-MMP act inh 2.

New compounds follow.
Screening O=C(NCC1CCCO1)C(c1cccs1)N(Cc1ccccc1)C(=O)c1ccc(-c2ccccc2)[nH]1 (centres undefined) returned eLon inh 6, Neddyl block inactive, MsrA act 0, SKN-1 inh 0, CendR NRP1 mod -10, Rin1 Abl inh -4, MLLE-PAM2 inh -20, FAS-TE inh 27 and MT1-MMP act inh -44.
O=C(NNC(=O)c1ccccc1OCc1ccccc1)c1ccccc1F was read as eLon inh 7, Neddyl block inactive, MsrA act -1, SKN-1 inh 18, CendR NRP1 mod 10, Rin1 Abl inh 1, MLLE-PAM2 inh 9, FAS-TE inh 0 and MT1-MMP act inh 1.
Screening CCCCn1nnnc1SCC(=O)NCc1ccco1 returned eLon inh -6, Neddyl block inactive, MsrA act -1, SKN-1 inh -7, CendR NRP1 mod -1, Rin1 Abl inh 2, MLLE-PAM2 inh -11, FAS-TE inh -13 and MT1-MMP act inh -5.
CCC(=O)N1CCN(c2ccc(Cl)cc2NC(=S)NC(=O)c2ccco2)CC1 was read as eLon inh -8, Neddyl block inactive, MsrA act -3, SKN-1 inh -5, CendR NRP1 mod 18, Rin1 Abl inh -2, MLLE-PAM2 inh 25, FAS-TE inh 16 and MT1-MMP act inh -10.
Screening FC(F)(F)c1ccc(N2CCN(Cc3ccc4c(c3)OCO4)CC2)nc1 returned eLon inh 3, Neddyl block inactive, MsrA act -14, SKN-1 inh 12, CendR NRP1 mod 0, Rin1 Abl inh 3, MLLE-PAM2 inh -2, FAS-TE inh 22 and MT1-MMP act inh 4.
CCOC(=O)CSc1nnc(-c2ccccc2)o1 was read as eLon inh 8, Neddyl block inactive, MsrA act -1, SKN-1 inh -3, CendR NRP1 mod 17, Rin1 Abl inh 6, MLLE-PAM2 inh 4, FAS-TE inh -6 and MT1-MMP act inh 4.
For Cc1nnc(SCc2nnc(-c3ccc(Cl)cc3)o2)n1-c1ccccc1 the results were eLon inh -3, Neddyl block inactive, MsrA act -3, SKN-1 inh 13, CendR NRP1 mod -1, Rin1 Abl inh 1, MLLE-PAM2 inh -17, FAS-TE inh -4 and MT1-MMP act inh 3.
CC(C)(C)NC(=S)NNC(=O)c1ccncc1 was read as eLon inh -1, Neddyl block inactive, MsrA act -4, SKN-1 inh 6, CendR NRP1 mod 11, Rin1 Abl inh 3, MLLE-PAM2 inh 28, FAS-TE inh -9 and MT1-MMP act inh 3.
For COc1ccc(OC)c(C2=Nn3c(nnc3-c3ccco3)SC2)c1 the results were eLon inh -7, Neddyl block inactive, MsrA act -14, SKN-1 inh -8, CendR NRP1 mod 8, Rin1 Abl inh -6, MLLE-PAM2 inh -26, FAS-TE inh -2 and MT1-MMP act inh -2.
Screening COc1ccccc1N1CCN(S(=O)(=O)c2ccccc2)CC1 returned eLon inh 0, Neddyl block inactive, MsrA act -2, SKN-1 inh 7, CendR NRP1 mod -3, Rin1 Abl inh 2, MLLE-PAM2 inh 1, FAS-TE inh 6 and MT1-MMP act inh 2.
For CCCn1c(SCC(N)=O)nc2c(c1=O)C1(CCCC1)Cc1ccccc1-2 the results were eLon inh -6, Neddyl block inactive, MsrA act 3, SKN-1 inh 7, CendR NRP1 mod 10, Rin1 Abl inh -6, MLLE-PAM2 inh -21, FAS-TE inh 21 and MT1-MMP act inh -2.
`COc1ccc(/C=C2\SC(=S)N(CCCC(=O)Nc3cc(C)on3)C2=O)cc1OC` gave eLon inh 0, Neddyl block inactive, MsrA act -1, SKN-1 inh 1, CendR NRP1 mod -96, Rin1 Abl inh 2, MLLE-PAM2 inh -27, FAS-TE inh -13 and MT1-MMP act inh -25.
`CCc1nnc(NS(=O)(=O)c2ccc(NC(=S)NC(=O)/C=C/c3ccc([N+](=O)[O-])cc3)cc2)s1` gave eLon inh -6, Neddyl block inactive, MsrA act -5, SKN-1 inh 2, CendR NRP1 mod -9, Rin1 Abl inh -3, MLLE-PAM2 inh -43, FAS-TE inh -1 and MT1-MMP act inh 2.
Screening O=C(NN1C(=O)NC2(CCCCC2)C1=O)c1ccc(Cl)c(Cl)c1 returned eLon inh 19, Neddyl block inactive, MsrA act -9, SKN-1 inh -21, CendR NRP1 mod -6, Rin1 Abl inh -1, MLLE-PAM2 inh -1, FAS-TE inh 2 and MT1-MMP act inh 5.

Screening data as filed in PubChem.
